PMI inhibition = human PMI inhibitors, high substrate, primary screen, biochemical, fluorescence intensity, high mannose 6-phosphate (AID 1220); recombinant PMI enzyme, coupled fluorescence intensity; higher % means a stronger effect; inhibition, % at 20 µM; hits with a dose series show IC50 in µM; hit rate 0.66% among 190,000
bCat nuc transl = modulators of beta-catenin nuclear translocation, primary screen, imaging, HeLa cells, immunofluorescence, high-content; hit rate 0.3% among 190,000; nuclear translocation activity, % at 5 µM; AID 1665, 2009;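 active = nuclear translocation activity above 50% at 5 µM, with a well cell count of 50 or more; inconclusive = wells under 50 cells across six images, flagged as toxic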;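 also: per-cell ratio of nuclear to cytoplasmic median beta-catenin stain intensity; plate controls were DMSO negative control for no effect and GSK-3 inhibitor IX positive control for full effect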
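Read-out: Nuclear/cytoplasmic beta-catenin signal ratio, % activation | Assay system: Human HeLa cell line | Times: 24 h compound exposure at 37°C, 5% CO2 | Signal: Fluorescence imaging of beta-catenin antibody stain plus DAPI | Dosing: 5 µM primary, 0.02–20 µM confirmation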
WT yeast gro inh = growth inhibition of WT strain, primary screen, mitochondrial fusion inhibitor project, WT and mutant strains, chemical genetic; inhibition, % at 10 µM; hit rate 2.1% among 190,000; mitochondrial fusion phenotypic screen; AID 1362, 2008; in the data active = inhibition above about 58%; tested in S. cerevisiae
Yfh1-off respiration = enhancers of respiration in Yfh1-depleted yeast, dose response, Friedreich's ataxia, plus single-dose screen (AID 1465); S. cerevisiae Yfh1-off respiration, WST-1 reduction, 72 h; higher fold induction means a stronger effect; one-dose fold induction at 50 µM; EC50 in µM for titrated hits; hit rate 0.074% among 220,000;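 active = fold induction of absorbance versus untreated yeast above a set limit, then at least 30% activation at any dose in follow-up; inconclusive = repeats straddling the limit, or above it without dose testing; inactive = fold induction below the set limit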;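 also: activators that raise dye reduction in frataxin-depleted yeast; strong numbers were not always called active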
Dynein cargo inh = inhibitors of GR-EGFP nuclear translocation, primary screen, dynein cargo transport inhibitor project, imaging, high-content, 3617.4 mouse cells | test concentration mostly 20 µM; stimulated with dexamethasone, 1 µM; active compounds read low | z-score, hits read low | hit rate 0.47% among 220,000 | AID 1381, 2008;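 active = plate z-score of nuclear minus cytoplasmic receptor signal below a set negative limit, without overly bright fluorescence or cell loss, cut at about -3.5 in these data, passing the limit was not always enough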;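 also: z-score of nuclear minus cytoplasmic ring GR-EGFP intensity difference per well; some compounds called inactive have numbers as strong as hits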
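Buffer or medium: tet-free, stripped-serum medium; reagent: dexamethasone at 1.0 µM final, 30 min; incubation: 48 h induction, 1 h compound, 30 min dex at 37 °C; measured by: formaldehyde fixation, Hoechst nuclear stain, 10x automated fluorescence imaging; read-out: nuclear-to-cytoplasmic GR-EGFP distribution per well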
Insulin prom up = insulin promoter activators in MIN6 cells, imaging, high-content screening, mouse beta cells; MIN6 insulin promoter-GFP reporter; active compounds read high; hit rate 0.3% among 190,000; z-score at 5 µM; AID 1625, 2009;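 active = z-score above 3 at 5 µM with at least 500 cells counted in the well; inconclusive = wells under 500 cells, flagged as cytotoxic or low count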
MT stabilize HCS = microtubule stabilizers in HeLa cells, primary screen, imaging, high-content imaging; HeLa tubulin immunostaining HCS, 24 h; share of cells brighter than vehicle mean+2SD; % tubulin-high responders, % at 10 µM; hit rate 0.83% among 200,000;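 active = plate Z-score above 3 for both tubulin-high and condensed-nucleus cell shares, with cell loss under 80%, at 10 µM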;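 also: anti alpha tubulin signal scored within the nucleus-defined area of each cell; some results filed as inactive read as strong as hits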
PMI inhibitors = inhibitors of human PMI, primary screen, biochemical, fluorescence intensity, coupled assay (AID 1209) | Mannose-6-phosphate isomerase (Homo sapiens) | hit rate 0.42% among 190,000 | inhibition, % at 20 µM; hits with a dose series show IC50 in µM | purified PMI enzyme, coupled fluorescence intensity; higher % means a stronger effect;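 also: plate controls were DMSO vehicle for no effect and wells lacking substrate for full effect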
Autophagy mod = autophagy modulators in MEF cells, primary screen, imaging, high-content, MEF GFP-LC3; MEF GFP-LC3 puncta imaging; test concentration mostly 10 µM; calls only at 10 µM (by protocol); hit rate 0.98% among 190,000;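 active = percentage of spot-positive cells more than 3 SD above its plate mean, without a fluorescence outlier flag or 80% toxicity; inconclusive = no clear call, values can overlap the other calls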;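 also: spot-positive cell cutoff set from DMSO-treated cells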
WT yeast gro inh mutant strain = second read-out of WT yeast gro inh, no call of its own (marks repeat the call); inhibition, %; mitochondrial fusion phenotypic screen, mutant strain inhibition
Dynein cargo inh cytoplasmic EGFP = further read-out of Dynein cargo inh, marked with its call; z-score; measured here: cytoplasmic GR-EGFP intensity; active compounds read high
Dynein cargo inh nuclear GR-EGFP = also measured in Dynein cargo inh; calls as there; z-score; measured here: nuclear GR-EGFP intensity;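 lower value marks the stronger effect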
Dynein cargo inh cell count = recorded beside Dynein cargo inh, whose call it bears; z-score; measured here: cell count per field
Insulin prom up cell count = recorded beside Insulin prom up, whose call it bears; cell count; measured here: cytotoxicity, nuclei count;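 total cells summed across four imaged fields per well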
bCat nuc transl cell count 5 µM = recorded beside bCat nuc transl, whose call it bears; cell count; measured here: cell count, cytotoxicity flag
MT stabilize HCS Hoechst-high % = also measured in MT stabilize HCS; calls as there; % Hoechst-high responders; measured here: nuclear condensation Hoechst responders;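 share of cells brighter than vehicle mean plus two SD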
MT stabilize HCS cytotoxicity % = recorded beside MT stabilize HCS, whose call it bears; toxicity, %; measured here: cytotoxicity by cell density;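 0% = mean cell density of plate MIN control wells and 100% = no cells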
Autophagy mod cell loss 18 h = also measured in Autophagy mod; calls as there; toxicity, %; measured here: cell loss, nuclei count;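 cell loss after 18 h compound exposure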
Numbers without * were called inactive; i = inactive; ? = inconclusive; · = no result given. Rule as the data show it, unless noted: active = inhibition above about 50%; inactive = the rest.

SMILES | PMI inhibition | bCat nuc transl | bCat nuc transl cell count 5 µM | WT yeast gro inh | WT yeast gro inh mutant strain | Yfh1-off respiration | Dynein cargo inh | Dynein cargo inh cytoplasmic EGFP | Dynein cargo inh nuclear GR-EGFP | Dynein cargo inh cell count | Insulin prom up | Insulin prom up cell count | MT stabilize HCS | MT stabilize HCS Hoechst-high % | MT stabilize HCS cytotoxicity % | PMI inhibitors | Autophagy mod | Autophagy mod cell loss 18 h
CCC(=O)N/N=C(\C)CC(=O)Nc1ccccc1-c1ccccc1 | -1% | 12 | 508 | -11 | -12 | i | -0.67 | -0.28 | 0.46 | 0.24 | 1 | 1208 | 2.6 | 1.5 | 11 | -3% | i | 4
CC(=O)C1=C(O)C(=O)N(Cc2ccccc2)C1c1cccs1 (stereo unspecified) | -23% | -8.1 | 991 | -5 | -9 | · | -0.39 | -0.2 | 0.24 | 0.59 | 0.69 | 1654 | 5.4 | 3.3 | 7.1 | -17% | i | 4
N/C(COc1ccc(F)cc1)=N\NC(=O)c1cccnc1Oc1ccccc1 | 9% | -4.5 | 943 | 1 | 21 | i | -0.71 | -0.2 | 0.46 | 0.14 | 0.57 | 1421 | 2.5 | 1.3 | 7.4 | 4% | i | 2
O=C(NC1CS(=O)(=O)CC1NCc1ccco1)c1ccccc1 (stereo unspecified) | 5% | 0.4 | 1172 | -1 | 2 | · | -0.18 | -0.21 | -0.11 | 0.27 | -0.32 | 1058 | 1.9 | 1.8 | 6.6 | 5% | i | 9
CCOC(=O)/C(C#N)=C/c1cc(C)n(-c2ccc(Br)cc2)c1C | -6% | · | · | 9 | 9 | · | 1.1 | 0.17 | 1.2 | 0.49 | -0.42 | 1076 | 2.2 | 1.5 | 2.5 | 0% | i | -23
CCN(CC)S(=O)(=O)c1ccc(NC(=O)COC(=O)c2ccc(NC(=O)CC#N)cc2)cc1 | 0% | -2.8 | 942 | -8 | -12 | i | -0.38 | -0.31 | 0.0046 | -0.033 | 0.59 | 1594 | 0.5 | 1.5 | 3.8 | -5% | i | -2
CCOC(=O)C1=C(C)N(C)C(C)=C(C(=O)OCC)C1c1ccccc1 | 8% | -1.6 | 1107 | -7 | -6 | i | -0.46 | -0.12 | -0.17 | 0.083 | 0.23 | 1211 | 2.5 | 1.7 | 5.0 | 10% | i | 3
CC(=O)c1coc2ccc(OCC(=O)O)cc12 | 0% | 0.8 | 1035 | -2 | 7 | i | 0.095 | -0.24 | 0.28 | 0.85 | · | · | 2.5 | 2.0 | 2.8 | -3% | i | 1
Cc1cccc(NC(=O)CCN2C(=O)C3C4CCC(C4)C3C2=O)c1C (stereo unspecified) | -10% | 0.8 | 1435 | -14 | -5 | i | -0.15 | -0.093 | 0.37 | 1.4 | -0.5 | 1269 | 2.2 | 1.8 | 7.3 | 0% | i | -18
O=[N+]([O-])c1ccc(C2=Nc3cc(Cl)ccc3OC2)cc1 | 13% | -5.4 | 1108 | 5 | 7 | i | -1.6 | 5.2 | 0.031 | 0.35 | -0.98 | 1494 | 3.7 | 2.3 | 5.6 | -4% | i | -43
CCOC(=O)Cn1c(=N)n(Cc2ccccc2F)c2ccccc21 | 1% | -2.2 | 1065 | 30 | -11 | i | -0.45 | -0.15 | -0.074 | 0.27 | 0.26 | 818 | 3.6 | 1.9 | 3.1 | 9% | i | 4
Cc1ccc2nc(NC(=O)c3ccc(-c4nc5ccccc5s4)s3)sc2c1 | -17% | -2.1 | 565 | 8 | 16 | · | 0.16 | -0.28 | 0.83 | 0.11 | -0.46 | 860 | 3.9 | 3.2 | 5.6 | -10% | i | -5
N#Cc1c2c(c(-c3ccco3)[nH]c1=O)CCCC2 | 14% | -0.5 | 1166 | -11 | -2 | i | 1 | 0.1 | 1.3 | -2.3 | -0.36 | 1415 | 3.7 | 1.6 | 8.6 | 9% | i | -4
CCOC(=O)/C(=C/c1ccc(OC(=O)c2ccncc2)cc1)C(C)=O | 61%* | 1.9 | 1051 | -10 | -3 | i | -2.8 | 0.75 | -1.3 | -1.6 | 0.4 | 1151 | 3.6 | 3.5 | 5.3 | 23% | i | 5
CCC(Oc1ccc2c(c1)C(=O)CC(C)(C)O2)C(=O)NCCN1CCCCCC1 (stereo unspecified) | 16% | -0.7 | 1094 | 12 | 9 | · | -0.33 | -0.47 | -0.29 | 0.4 | 0.76 | 1664 | 2.5 | 1.5 | 10 | 20% | i | 0
O=c1cc(N2CCCCCC2)[nH]c(=O)n1-c1ccccc1Cl | -6% | -1.2 | 1119 | -17 | 3 | i | -0.46 | -0.36 | -0.48 | 0.24 | -0.26 | 1220 | 1.2 | 2.0 | 1.8 | -10% | i | 6
CN(Cc1ccccc1)C1=CC(=[N+]2CCCCC2)CC(C)(C)C1 | · | 1.6 | 1176 | · | · | i | 0.94 | -0.12 | 1.4 | -1.8 | ? | · | · | · | · | · | · | ·
CCN(CC)S(=O)(=O)c1ccc(NC(=O)c2cc(C(=O)OC)cc([N+](=O)[O-])c2)cc1 | 8% | -0.5 | 1104 | -9 | -21 | i | 0.86 | 0.018 | 0.79 | -0.76 | 1 | 1454 | 4.7 | 2.5 | 5.2 | 11% | i | -9
Cc1cc(C)c2c(=O)c3c(oc2c1)C(=O)N(CCO)C3c1cccc(O)c1 (stereo unspecified) | 3% | -4.5 | 1158 | -1 | 9 | i | -0.066 | -0.17 | 0.13 | -0.42 | -0.08 | 1132 | 6.4 | 2.4 | 12 | 2% | i | 8
CCOC(=O)N1CCN(C(=O)C2CCN(S(=O)(=O)c3c(C)cc(C)cc3C)CC2)CC1 | 10% | · | · | 1 | -5 | i | -0.63 | -0.22 | -0.31 | 0.12 | 0.35 | 911 | 0.7 | 3.0 | 19 | 10% | i | 0

3 of the entries above in order of their number in Dynein cargo inh cell count, high to low.
| Structure | PMI inhibition | WT yeast gro inh mutant strain | Dynein cargo inh | Dynein cargo inh cytoplasmic EGFP | Dynein cargo inh nuclear GR-EGFP | Dynein cargo inh cell count | MT stabilize HCS Hoechst-high % | PMI inhibitors |
| --- | --- | --- | --- | --- | --- | --- | --- | --- |
| N/C(COc1ccc(F)cc1)=N\NC(=O)c1cccnc1Oc1ccccc1 | 9% | 21 | -0.71 | -0.2 | 0.46 | 0.14 | 1.3 | 4% |
| Cc1ccc2nc(NC(=O)c3ccc(-c4nc5ccccc5s4)s3)sc2c1 | -17% | 16 | 0.16 | -0.28 | 0.83 | 0.11 | 3.2 | -10% |
| CCN(CC)S(=O)(=O)c1ccc(NC(=O)COC(=O)c2ccc(NC(=O)CC#N)cc2)cc1 | 0% | -12 | -0.38 | -0.31 | 0.0046 | -0.033 | 1.5 | -5% |

The list goes on.
SMILES | PMI inhibition | bCat nuc transl | bCat nuc transl cell count 5 µM | WT yeast gro inh | WT yeast gro inh mutant strain | Yfh1-off respiration | Dynein cargo inh | Dynein cargo inh cytoplasmic EGFP | Dynein cargo inh nuclear GR-EGFP | Dynein cargo inh cell count | Insulin prom up | Insulin prom up cell count | MT stabilize HCS | MT stabilize HCS Hoechst-high % | MT stabilize HCS cytotoxicity % | PMI inhibitors | Autophagy mod | Autophagy mod cell loss 18 h
CCc1nc(N2CCOCC2)c(C#N)c2c1CCCC2 | 4% | 0.5 | 1042 | 1 | 25 | · | 0.42 | -0.24 | 0.2 | 0.91 | -1.2 | 1262 | 2.3 | 1.4 | 4.6 | 6% | i | 12
CCOC(=O)C1(Cc2cccc(OC)c2)CCN(C(C)COC)CC1 (stereo unspecified) | 11% | 1.2 | 913 | -7 | -4 | i | -0.0042 | -0.31 | 0.03 | 0.5 | -0.28 | 1515 | 5.6 | 2.8 | 3.9 | 19% | i | 17
CC1(C)C2CCC1(CS(=O)(=O)N1CCCc3ccccc31)C(=O)C2 (stereo unspecified) | 16% | -0.3 | 1042 | -10 | -9 | i | -0.16 | -0.25 | -0.28 | -0.69 | 0.45 | 1187 | 2.9 | 1.7 | 5.5 | 18% | i | -2
Cc1cccc(-n2ncc3c(N4CC(C)CC(C)C4)ncnc32)c1 (stereo unspecified) | 16% | · | · | 78* | 23* | i | -0.61 | -0.14 | -0.18 | 0.21 | 0.51 | 845 | 5.1 | 2.5 | 3.4 | 14% | i | 10
COc1cc(NC(=O)COc2ccc(F)cc2)nc(OC)n1 | 16% | -0.7 | 919 | -4 | -3 | i | 0.045 | -0.43 | 0.027 | 0.2 | -0.09 | 1223 | 2.4 | 2.3 | 6.5 | 8% | i | -1
Cc1cc(C)c2c(N)c(S(=O)(=O)Cc3ccccc3)sc2n1 | 4% | · | · | -13 | -4 | · | 0.46 | -0.25 | 0.31 | 0.42 | 0.07 | 872 | 2.1 | 1.9 | 5.9 | 3% | i | -3
Cc1cccc(Cn2c(=O)n(CCCC(=O)NCc3ccco3)c(=O)c3ccccc32)c1 | -5% | -1.9 | 586 | 0 | -26 | i | -0.7 | -0.29 | 0.48 | -0.076 | -0.15 | 1336 | 8.6 | 3.7 | 12 | -2% | i | 42
COc1cc(NC(=O)Cc2cccs2)c(C(=O)O)cc1OC | 2% | 0.2 | 1567 | 1 | 6 | i | -0.68 | -0.29 | -0.23 | 1.1 | 0.72 | 1320 | 4.9 | 2.6 | 4.1 | -4% | i | 10

Compound activity deposited in PubChem BioAssay by several laboratories.
